TcdB GH inh: blocks C. difficile toxin B glycohydrolase activity; AID 652162; inhibition, % at 9.99 µM; TcdB glycohydrolase enzymatic assay, plate reader; 350,000 tested, 0.24% active; in the data active = inhibition above about 10%
Vc quorum ag: quorum light induction in luxS cqsA deficient V. cholerae | V. cholerae BH1578 lux reporter, luminescence, 6 h | activation, % at 18.7 µM | 350,000 tested, 0.16% active; in the data active = activation mostly above about 9.7%, no sharp cut-off; also: not every result past the cut was called active; inactives centre near 0; reference of the scale not given here
FadD28 FP inh: inhibitors of Mycobacterium tuberculosis FadD28 bisubstrate binding; AID 588549; inhibition, % at 12.5 µM; 360,000 tested, 0.22% active; FadD28 bisubstrate probe binding, fluorescence polarization; in the data active = inhibition above about 8.5%, passing the limit was not always enough
Mtb BioA inh: blocks M. tuberculosis BioA enzyme activity. purified M. tuberculosis BioA enzyme, plate reader. inhibition, % at 9.99 µM. 360,000 tested, 0.096% active; in the data active = inhibition above about 40%
FBA Mtb inh: Mtb fructose-bisphosphate aldolase inhibition; P9WQA3; purified M. tuberculosis FBA, fluorescence read-out; inhibition, % at 1 µM; 360,000 tested, 2.3% active; in the data active = inhibition above about 27%;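 also: 0% = vehicle and 100% = reference inhibitor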
Target sequence (P9WQA3 whole entry, looked up): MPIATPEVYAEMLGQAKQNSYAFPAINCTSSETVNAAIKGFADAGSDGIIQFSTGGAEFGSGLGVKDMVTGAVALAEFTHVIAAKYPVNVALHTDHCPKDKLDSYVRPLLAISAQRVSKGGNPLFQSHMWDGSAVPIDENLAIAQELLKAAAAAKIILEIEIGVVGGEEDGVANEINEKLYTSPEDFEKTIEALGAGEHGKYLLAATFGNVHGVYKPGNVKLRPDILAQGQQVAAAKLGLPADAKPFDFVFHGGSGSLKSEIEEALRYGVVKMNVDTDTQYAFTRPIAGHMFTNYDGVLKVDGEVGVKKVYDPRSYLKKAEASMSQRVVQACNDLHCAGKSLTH
PfHsp40 rescue: restores yeast growth despite PfHsp40 toxicity; growth rescue, % at 12.5 µM; 340,000 tested, 0.68% active; S. cerevisiae expressing PfHsp40, growth rescue, ATP luminescence; in the data active = growth rescue above about 28%, passing the limit was not always enough;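 also: yeast W303a lacking pdr1 and pdr3 grown in galactose medium; growth measured after three days at 30 °C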
Yp Topo-I inh: blocks Yersinia pestis topoisomerase I activity; AID 504884; Y. pestis Topo-I cleavage product accumulation, plate reader; activity, % at 10 µM; 360,000 tested, 0.064% active; in the data active = activity above about 50%, passing the limit was not always enough; also: inactives centre near 2
GDH-TPI inh: inhibits GDH-TPI coupling enzymes, artifact for Mtb FBA screen | GDH-TPI coupled enzyme counterscreen, NADH absorbance | inhibition, % at 4.8 µM | 360,000 tested, 1.2% active | AID 588335; in the data active = inhibition above about 30%;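 also: 0% = DMSO wells and 100% = wells lacking the enzyme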
Mtb UGM inh: blocks M. tuberculosis UGM enzyme; P9WIQ1; purified UGM, fluorescence polarization probe displacement; inhibition, % at 10 µM; 320,000 tested, 0.06% active; AID 504406; in the data active = inhibition above about 10%, passing the limit was not always enough
Target sequence (P9WIQ1 whole entry, looked up): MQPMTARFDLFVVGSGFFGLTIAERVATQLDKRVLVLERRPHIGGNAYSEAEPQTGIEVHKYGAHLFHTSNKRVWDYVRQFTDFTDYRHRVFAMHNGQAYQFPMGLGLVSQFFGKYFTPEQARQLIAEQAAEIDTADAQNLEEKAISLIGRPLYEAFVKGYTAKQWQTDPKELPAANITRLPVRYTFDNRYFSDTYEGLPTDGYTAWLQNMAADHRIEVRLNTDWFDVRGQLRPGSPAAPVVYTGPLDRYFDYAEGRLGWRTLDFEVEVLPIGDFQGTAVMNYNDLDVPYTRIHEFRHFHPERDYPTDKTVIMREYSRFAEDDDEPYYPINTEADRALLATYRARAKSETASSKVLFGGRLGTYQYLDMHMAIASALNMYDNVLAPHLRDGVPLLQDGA
An asterisk follows results filed as active; i = inactive; / = no result given; & = joins results of further samples.

Start of the data: the first 6 compounds, ahead of the listing:
SMILES	TcdB GH inh	Vc quorum ag	FadD28 FP inh	Mtb BioA inh	FBA Mtb inh	PfHsp40 rescue	Yp Topo-I inh	GDH-TPI inh	Mtb UGM inh
Clc1ccc(OCCOCCNCc2ccccc2)cc1Cl	0.0	-0.6	-5.7	0.8	1	-0.1	14	-2	1.1
COc1cccc(C(=O)N(CN2CCCC2=O)c2cccc(Cl)c2)c1OC	/	5.3	-0.7	/	0	-0.9	6	10	-1.6
CC(c1nc2ccccc2n1Cc1ccccc1)N1CCCCC1 (centres undefined)	1.4	i	/	1.2	0	-0.9	16	2	1.8
Cc1cc(Nc2ccc(Cl)cc2)n(-c2ccccc2)n1	/	-0.7	-5.4	3.5	-2	7.1	14	-2	-0.1
O=C(CSc1nc2ccc([N+](=O)[O-])cc2[nH]1)c1ccc(Cl)cc1	/	i	-2.0	/	0	0.9	-9	11	0.4
CC(=O)Nn1cnc2c(c1=O)C1(CCCCC1)Cc1ccccc1-2	/	i	-3.4	/	3	1.5	12	-5	1.5

The whole of this part (from the top)
SMILES	TcdB GH inh	Vc quorum ag	FadD28 FP inh	Mtb BioA inh	FBA Mtb inh	PfHsp40 rescue	Yp Topo-I inh	GDH-TPI inh	Mtb UGM inh
Clc1ccc(OCCOCCNCc2ccccc2)cc1Cl	0.0	-0.6	-5.7	0.8	1	-0.1	14	-2	1.1
COc1cccc(C(=O)N(CN2CCCC2=O)c2cccc(Cl)c2)c1OC	/	5.3	-0.7	/	0	-0.9	6	10	-1.6
CC(c1nc2ccccc2n1Cc1ccccc1)N1CCCCC1 (centres undefined)	1.4	i	/	1.2	0	-0.9	16	2	1.8
Cc1cc(Nc2ccc(Cl)cc2)n(-c2ccccc2)n1	/	-0.7	-5.4	3.5	-2	7.1	14	-2	-0.1
O=C(CSc1nc2ccc([N+](=O)[O-])cc2[nH]1)c1ccc(Cl)cc1	/	i	-2.0	/	0	0.9	-9	11	0.4
CC(=O)Nn1cnc2c(c1=O)C1(CCCCC1)Cc1ccccc1-2	/	i	-3.4	/	3	1.5	12	-5	1.5
CCC(=O)NCc1nc2ccccc2n1Cc1ccccc1F	/	-1.9	-1.2	0.9	0	-0.2	6	6	-4.1
COc1cc(/C=N/NC(=O)c2csc3c2CCCC3)ccc1OCCN1CCOCC1	-1.1	-1.6	-1.5	-0.7	2	0.1	27	25	-1.4
CN(C)/C=C/C(=O)c1nn(-c2ccc(F)cc2)ccc1=O	0.4	-0.6	-3.9	0.1	1	1.4	0	1	-1.1
CCc1ccc(-c2nc(CS(=O)CC(=O)NCCN3CCCCCC3)c(C)o2)cc1 (centres undefined)	1.0	-2.4	-1.4	-2.6	-1	-1.0	12	3	2.0
Cc1nnc(C)c2c(C)n(-c3ccccc3N)c(C)c12	0.8	0.3	2.1	1.7	7	-1.3	6	6	1.4
Nc1nc(SCc2ccc(Cl)cc2Cl)n[nH]1	/	-0.3	-3.4	-0.6	-2	-0.2	0	-4	0.1
COc1ccccc1NC(=O)CCSc1nnc(-c2ccco2)o1	-1.0	-0.2	-3.1	-0.6	5	-1.2	-10	-6	-1.0
C[C@@H]1CCCCO[C@@H](CN(C)Cc2ccncc2)[C@@H](C)CN([C@H](C)CO)C(=O)c2cc(NC(=O)c3ccccc3)ccc2O1	0.0&0.3	-0.2	-1.4	-0.1&1.1	-2	/	16	8	/
O=C(N/C(=C/c1ccc(F)cc1)C(=O)N1CCCCC1)c1ccco1	-0.2	2.9	0.0	-1.4	0	-0.2	8	0	0.5
CC(=O)c1c(COC(=O)c2ccc(F)cc2)nc2ccccc2[n+]1[O-]	0.6	-0.9	-2.2	0.7	1	/	-8	7	-2.4
CCN(CC)C(=S)SCC(=O)Nc1ccc(S(N)(=O)=O)cc1	1.4	3.1	-0.5	-0.1	4	-1.1	0	-4	-1.7
COc1ccccc1Cn1c(=S)[nH]c2cc(C(=O)N3CC(C)CC(C)C3)ccc2c1=O (centres undefined)	1.4	i	-0.9	-0.8	0	/	18	11	/
COc1ccc(-c2c(C#N)cnc(C)c2C)c(O)c1OC	4.9	-4.5	-0.6	12	2	/	10	5	/
Oc1c(C=Nc2cccnc2)sc2ccccc12	/	1.4	3.0	6.8	15	3.0	-2	7	3.4
CC(=O)Oc1ccc(N2C(=O)C3C4C=CC(CO)(O4)C3C2=O)cc1 (centres undefined)	/	-0.4	-3.3	-1.8	0	0.9	-2	-7	3.1
O=C(NCc1cccnc1)C1CC(c2ccc(Cl)c(Cl)c2)=NO1 (centres undefined)	0.6	0.7	-6.1	-0.6	0	2.1	7	-5	2.8
O=C(OCCNC(=O)c1ccc2ccccc2n1)c1cccnc1	/	-1.6	-5.6	1.0	-2	0.0	7	-2	0.1
O=C1CC(Sc2ccc(Cl)cc2)C(=O)N1Cc1ccncc1 (centres undefined)	1.8	i	0.7	-0.1	7	0.2	0	2	-3.4
O=C(NCCCn1ccnc1)c1cn(Cc2ccc(F)cc2)nn1	/	i	0.1	-3.9	-2	-0.4	-7	1	2.0
CC(=O)Nc1ccc(NC(=O)C(C)Sc2n[nH]c(-c3ccc(C)cc3)n2)cc1 (centres undefined)	0.6	-1.3	-2.2	0.1	1	-0.4	-5	-7	1.8
Cn1c(=O)c(=O)n(C)c2cc(N3CCCCC3)c(NS(=O)(=O)c3ccc([N+](=O)[O-])cc3)cc21	-3.4	-0.3	0.7	1.0	-2	-0.6	0	8	1.0
O=C(O)[C@@H]1[C@@H]2C[C@@H]2CN1c1ncccc1[N+](=O)[O-]	-0.1	-0.9	-3.2	-0.4	1	-0.2	3	2	0.7
Cn1cnnc1SCC(=O)Nc1cccc(C(=O)O)c1	1.0	i	-1.9	-0.8	2	-0.7	4	-9	0.5
COc1cccc(NC(=O)CN(C)CC(=O)c2c(N)n(Cc3ccccc3)c(=O)n(C)c2=O)c1	1.5	-0.3	-0.5	0.7	0	-0.1	1	-2	3.2
CN1CCN(C(=S)c2ccc(Cl)cc2)CC1	/	-1.4	-0.2	-1.7	0	-1.3	5	4	-1.3
COc1ccccc1-c1nnc(SCC(=O)NC2CCCCC2)o1	1.4	-0.2	0.4	-0.5	4	1.5	0	8	0.2
Cc1[nH]c(=S)c(C#N)c(-c2ccco2)c1C(=O)N(C)C	1.7	-0.2	0.2	/	-1	-1.4	4	3	1.9
CCOc1ccc(CCNC(=O)CCC(=O)c2cccs2)cc1OCC	-0.2	i	-0.8	-0.2	-2	-0.1	-7	7	0.2
CCN(CC)S(=O)(=O)c1cccc(C(=O)Nc2cccnc2)c1	0.3	-0.7	-2.4	10.0	-3	0.8	-7	3	0.4
CCOc1ccc(S(=O)(=O)N2CCCC(C(=O)NC3CCCC3)C2)cc1 (centres undefined)	-0.5	i	-2.5	-0.9	-2	-0.4	1	2	-0.3
Cc1cc(NC(=O)Nc2ccc(C)c(C)c2)no1	0.5	2.4	-0.8	/	2	-1.5	2	-4	-0.8
CS(=O)(=O)c1ccc2nc(NC(=O)c3cccc([N+](=O)[O-])c3)sc2c1	0.9	-0.7	-0.5	0.3	-2	-1.6	1	39*	-1.0
O=C(NCc1cccc(C(F)(F)F)c1)c1csc([C@@H]2O[C@H](CO)[C@H](O)[C@H](O)[C@H]2O)n1	0.8	-0.9	-1.6	-0.4	3	/	0	9	/
NC(=O)NCCC1=CCCCC1	/	i	0.3	-1.8	1	0.5	4	7	-1.7
Cc1ccc2nc(C)c(Cl)c(=O)n2c1	/	i	-3.3	-0.9	0	0.8	2	10	4.8
Cc1sc2ncnc(OCC(=O)N3CCN(C(=O)c4ccco4)CC3)c2c1C	-0.1	-2.1	-1.6	1.9	4	-1.0	17	3	1.3
O=C(O)CCCNc1ccc(S(=O)(=O)Nc2ccccc2C(=O)O)cc1C(=O)O	/	i	0.3	0.0	17	1.9	6	8	/
Cc1cc(C)n(-c2nc3ccccc3c(=O)n2OCC(=O)OCc2ccccc2)n1	/	-0.5	-1.3	-0.4	2	2.5	24	6	/
CCOC(=O)/C=C1\SCC(=O)N1CC(=O)Nc1cccc(F)c1	0.2	-0.5	-0.2	0.7	-3	0.2	-2	-5	2.3
CC1CCN(CC(=O)Nc2cccc([N+](=O)[O-])c2)CC1	1.9	-0.1	-3.6	/	4	-0.1	4	-11	-0.3
COCCCN(C(=O)Cc1csc(-c2cccc(Cl)c2)n1)c1c(N)n(Cc2ccccc2)c(=O)[nH]c1=O	-1.6	i	0.1	-2.1	1	0.6	-5	3	-0.9
Cc1nonc1OCCNc1ccc([N+](=O)[O-])c2cccnc12	/	-0.1	1.5	/	-15	4.2	-3	5	0.7
CC(NC(=O)c1ccc(OC2CCN(C(=O)c3cccnc3)CC2)cc1)C1CC1 (centres undefined)	0.5	i	-2.2	0.6	2	-1.9	-10	-4	-0.6
O=C(NC1CC2CCCC(C1)N2Cc1ccc(F)cc1)c1ccc(F)cc1 (centres undefined)	0.3	i	-0.2	-0.1	2	0.8	-4	4	-1.7
Cc1ccc(CN2C(=O)C[C@@H](NC(=O)OCC3c4ccccc4-c4ccccc43)C/C=C\C2c2ccc(C)cc2)cc1 (some centres undefined)	0.5	0.4	2.6	-2.9	1	-0.3	-4	14	/
Cc1ccc(CNC(=O)C2CCN(S(=O)(=O)c3c(C)noc3/C=C/c3ccco3)CC2)cc1	-1.1	-1.0	-6.0	-1.6	-4	-0.9	8	37*	-4.0
CC(C)(C)NC(=O)c1ccc2c(c1)N(CC(=O)N1CCCC1)C(=O)C(C)(C)O2	-0.3	-0.8	-0.5	-1.1	2	-0.1	1	0	-1.5
O=c1[nH]ncc(N2CCCC2)c1Cl	1.2	-0.2	-0.7	/	7	-1.3	-7	2	-3.3
Cc1cc(C)n(CC(=O)N/N=C/c2ccccn2)n1	/	i	-1.6	1.9	-2	-1.0	1	0	0.8
CC(C)(C)c1ccc(S(=O)(=O)N2CCNC(=O)C2)cc1	-0.4	i	-2.8	-0.8	-4	-0.4	8	2	-2.3
Cc1ccc(CC(=O)N2CCN(C(=O)c3ccco3)CC2)cc1	0.2	i	-1.2	/	-4	-2.1	2	4	-0.8
O=C(N/N=C/C1=C(N2CCOCC2)C(=C\c2ccccc2)/CC1)Nc1ccccc1	/	3.3	1.8	/	-2	0.0	-6	3	1.0
Cc1cc(C)c(C)c(S(=O)(=O)NCC(=O)NCc2ccco2)c1C	/	i	-4.4	/	-1	1.4	1	0	-1.3
Cc1c(NC(=O)CCC(=O)N2CCCCC2)c(=O)n(-c2ccccc2)n1C	/	i	-4.0	-1.4	1	0.8	4	-6	-3.8

Further structures follow.
SMILES	TcdB GH inh	Vc quorum ag	FadD28 FP inh	Mtb BioA inh	FBA Mtb inh	PfHsp40 rescue	Yp Topo-I inh	GDH-TPI inh	Mtb UGM inh
O=C(COC(=O)CCc1nc2ccccc2c(=O)[nH]1)Nc1ccccc1Cl	-1.4	-0.2	-4.9	/	0	0.1	3	-1	1.3
Nc1nccc(NCCSCc2ccccc2)n1	1.4	i	-2.7	0.1	0	5.5	4	0	/
Cc1cccc(C(=O)OCC(=O)Nc2sccc2C(N)=O)c1C	-1.8	-0.3	0.2	-1.1	3	/	1	5	/
CCOc1cc(/C=N/NC(=O)CSc2nncn2C)ccc1OCC(N)=O	1.4	-0.4	-0.7	/	-1	-0.2	11	17	1.9
COC(=O)C1=C(c2cccc(OCc3ccccc3)c2)C[C@@H]2CC[C@H]1N2C(=O)NCCOc1ccc(OC)cc1	0.5	i	-3.0	-1.2	-2	3.0	4	-3	1.0
CSc1ncc(CN2CCc3c([nH]c4ccccc34)C2C(C)(C)C)cn1 (centres undefined)	0.5	i	-0.7	0.4	11	2.3	10	12	-1.8
COc1ccc(-c2cc(=O)oc3cc(OC(C)C(=O)Nc4ccc(CN5CCOCC5)cc4)ccc23)cc1 (centres undefined)	0.4	1.0	-2.2	-0.9	1	0.4	34	18	-2.3
Cc1cc(C(=O)N2CCN(C/C=C/c3ccccc3)CC2)cs1	0.6	-0.9	-0.7	/	0	-1.0	25	-4	2.2
CC(C)CN(C(=O)COC(=O)/C=C/c1cccs1)c1c(N)n(Cc2ccccc2)c(=O)[nH]c1=O	1.1	-0.6	-2.9	/	-1	0.0	10	22	1.1
CCN(CC)CCNC(=O)C1c2cc(OC)c(OC)cc2C(=O)N2CCc3ccccc3C12 (centres undefined)	/	-0.3	-3.4	-3.0	-6	-0.2	-8	6	-1.8
COc1ccc(/C=N/Nc2nc(=O)[nH]nc2C)cc1[N+](=O)[O-]	/	-0.3	-1.5	/	1	-0.6	-11	38*	4.5

Assay outcomes as filed in PubChem BioAssay.
